# HEK293 NFkB inh: inhibitors of the PMA/ionomycin-induced NF-kB reporter in HEK293 cells; 62,000 tested, 0.21% active; inhibition, % at 3 µM; HEK-293 NF-kB luciferase reporter, luminescence; AID 465;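 active means inhibition above the mean of all tested compounds plus 3 SD, cut at about 40% in these data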;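 further: 0% = stimulated DMSO wells and 100% = 10 µM reference inhibitor 5653914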
#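 Material: HEK-293 cells with stable firefly luciferase reporter driven by four HIV NF-kB elements / Also added: PMA plus ionomycin mix as NF-kB-activating stimulus / Compound dosing: 3 µM once, 0.30% DMSO / Times: 1 h pretreatment, 16 h stimulation, 37 °C / Signal: luminescence / Evaluation: per-plate % inhibition versus controls / Benchmarks: DMSO and 10 µM reference inhibitor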
# PKA inh: inhibitors of human protein kinase A. AID 524. P17612. 65,000 tested, 0.1% active. PKA Kemptide phosphorylation, Kinase-Glo ATP luminescence. inhibition, % at 6 µM;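 active means inhibition above the screen-wide mean inhibition plus 3 SD, cut at about 21% in these data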; further: many of its hits are not listed in these tables
# MMP13 inh: MMP13 (human) collagenase inhibition; P45452; MMP-13 fTHP FRET cleavage, Mca fluorescence; inhibition, % at 4 µM; 65,000 tested, 0.07% active; AID 570;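 active means inhibition above the mean of compound-free control plate wells plus 3 SD, cut at about 14% in these data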;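 further: 0% = DMSO wells and 100% = wells with reference MMP-13 inhibitor after basal subtraction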
# MKP-1 inh: inhibitors of human MKP-1 phosphatase; P28562; recombinant MKP-1, OMFP hydrolysis fluorescence; inhibition, %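 (compounds tested at a single concentration somewhere between 10 and 100 µM)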; 65,000 tested, 0.15% active;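 active means inhibition above about 50%, limit read from the data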;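 further: 0% = DMSO max control wells and 100% = wells with enzyme stopped by NaOH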
# Target sequence (P28562 whole entry, looked up): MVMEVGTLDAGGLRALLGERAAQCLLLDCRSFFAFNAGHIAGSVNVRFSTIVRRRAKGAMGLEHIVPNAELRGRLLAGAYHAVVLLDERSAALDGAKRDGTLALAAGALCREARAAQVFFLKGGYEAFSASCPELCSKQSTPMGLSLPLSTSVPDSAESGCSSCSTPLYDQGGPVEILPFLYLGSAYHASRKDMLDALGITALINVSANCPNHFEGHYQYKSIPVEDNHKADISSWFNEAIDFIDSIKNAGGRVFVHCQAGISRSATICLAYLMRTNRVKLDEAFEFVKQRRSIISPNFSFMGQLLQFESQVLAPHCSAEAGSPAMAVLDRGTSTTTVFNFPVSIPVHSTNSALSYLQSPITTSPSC
# ROCK2 blocker: blocks human Rho kinase 2 activity | O75116 | purified ROCK2, Kinase-Glo ATP depletion luminescence | inhibition, % at 6 µM | 60,000 tested, 0.35% active | AID 604;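 active means inhibition above the screen-wide mean inhibition plus 3 SD, cut at about 18% in these data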;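 further: plate controls were DMSO wells for no effect and Y-27632 control wells after no-enzyme background subtraction for full effect; many of its hits are not listed in these tables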
# JNK3 inh: JNK3 (human) kinase inhibition; P53779; purified JNK3 kinase activity, HTS; inhibition, % at 8 µM; 60,000 tested, 0.61% active; in the data active means inhibition above about 17%;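 further: 0% = DMSO and 100% = reference inhibitor; many of its hits are not listed in these tables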
# Target sequence (P53779 whole entry, looked up): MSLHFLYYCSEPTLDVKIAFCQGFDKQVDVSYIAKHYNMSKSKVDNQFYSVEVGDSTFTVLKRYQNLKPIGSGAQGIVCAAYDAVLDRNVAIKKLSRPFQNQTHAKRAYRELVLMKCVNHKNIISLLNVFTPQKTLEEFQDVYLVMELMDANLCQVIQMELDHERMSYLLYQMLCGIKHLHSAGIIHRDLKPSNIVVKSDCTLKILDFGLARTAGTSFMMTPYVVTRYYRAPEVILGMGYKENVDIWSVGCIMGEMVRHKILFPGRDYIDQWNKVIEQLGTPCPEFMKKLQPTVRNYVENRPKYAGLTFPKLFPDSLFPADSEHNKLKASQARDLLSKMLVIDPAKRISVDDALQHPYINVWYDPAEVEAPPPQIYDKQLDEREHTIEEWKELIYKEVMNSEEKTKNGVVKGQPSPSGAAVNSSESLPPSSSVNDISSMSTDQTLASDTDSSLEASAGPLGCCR
# Jurkat tox 60K: cytotoxicity toward Jurkat cells | Jurkat E6.1 viability, ATP luminescence, 48 h | 56,000 tested, 1.2% active | inhibition, % at 4 µM;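 active means inhibition above the mean inhibition of all tested compounds plus 3 SD, cut at about 28% in these data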
# Cdc25B block: human M-phase inducer phosphatase 2 inhibition. P30305. recombinant Cdc25B, OMFP fluorescence Ex485/Em525. inhibition, %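 (compounds tested at 10 µM final in the well)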. 65,000 tested, 0.1% active; in the data active means inhibition above about 50%
# TNAP act DEA: activators of human TNAP at intermediate phosphate acceptor. 64,000 tested, under 10 active. purified TNAP, CDP-star luminescence, 100 mM DEA, 30 min; stronger effect = higher value; scale: 0 levamisole-inhibited, 1 vehicle-only enzyme. activation factor at 20 µM;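 active means activation factor of at least 2 at 20 µM, relative to controls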
# * = called active by the depositor; · = no result given; [ ] = remark or other dose.
entry	smiles	HEK293 NFkB inh	PKA inh	MMP13 inh	MKP-1 inh	ROCK2 blocker	JNK3 inh	Jurkat tox 60K	Cdc25B block	TNAP act DEA
1	Cc1nc(NC(=O)C23CCC(C)(C(=O)O2)C3(C)C)sc1C (configuration not stated)	12.9	1.8	0.9	3.9	1.7	-5.3	-1.5	-1.4	0.9
2	Cn1c(SCC(=O)Nc2ccc(F)cc2F)nnc1-c1cccnc1	5.4	10.1	-2.0	-8.9	5.0	-2.1	-3.1	-24.0	1
3	COc1cccc(-c2cc(C(F)(F)F)nc(N3CCC(C)CC3)n2)c1	0.2	0.6	7.0	3.2	·	·	·	-7.0	0.9
4	CN(C)S(=O)(=O)c1ccc(S(=O)(=O)N2CCN(CCC#N)CC2)cc1	15.2	1.7	-0.7	8.2	-6.5	-6.1	-0.5	-8.7	0.9
5	CCOC(=O)N1CCN(/C=C(\C#N)c2nc3ccccc3s2)CC1	·	6.8	2.2	-16.7	13.1	1.9	·	10.2	1
6	COc1ccc(N2CCCn3c2nc2c3c(=O)n(CCN3CCOCC3)c(=O)n2C)cc1	12.5	-1.3	3.3	-3.2	0.7	-6.5	3.4	1.0	1
7	CCc1nc2sc3ccccc3c(=O)c2c(=O)n1Cc1ccco1	2.0	-0.5	-4.6	-6.7	1.9	2.3	-4.4	4.5	0.8
8	CC(C)(C)n1ncc2c(=O)n(CC(=O)NCc3ccco3)cnc21	-5.7	4.3	7.0	-2.2	-1.3	-3.5	6.8	5.0	0.9

# The closing two compounds of the part above come first, to join the parts:
entry	smiles	HEK293 NFkB inh	PKA inh	MMP13 inh	MKP-1 inh	ROCK2 blocker	JNK3 inh	Jurkat tox 60K	Cdc25B block	TNAP act DEA
7	CCc1nc2sc3ccccc3c(=O)c2c(=O)n1Cc1ccco1	2.0	-0.5	-4.6	-6.7	1.9	2.3	-4.4	4.5	0.8
8	CC(C)(C)n1ncc2c(=O)n(CC(=O)NCc3ccco3)cnc21	-5.7	4.3	7.0	-2.2	-1.3	-3.5	6.8	5.0	0.9
9	O=C(NCCN1CCOCC1)c1ccccc1Oc1ccccc1	6.6	9.3	-5.6	-3.2	6.0	8.5	-2.9	-22.7	0.9
10	CCOC(=O)c1cc2c(=O)n3cccc(C)c3nc2n(Cc2ccco2)c1=NC(=O)c1cccnc1	23.2	6.8	-178.4[fluorescence artefact?]	8.3	4.3	2.6	-3.6	-2.4	0.8
11	COc1cc(NC(=O)C2CCCO2)c(OC)cc1NC(=O)c1ccccc1 (configuration not stated)	10.8	0.1	1.3	-8.0	6.1	1.4	1.1	2.0	1
12	CCOCCc1nnc(NC(=O)CN2C(=O)c3ccccc3C2=O)s1	15.7	3.2	4.6	7.2	-6.7	1.2	8.1	-7.5	1
13	CCOc1ccc(C(=O)CN2CCN(S(=O)(=O)c3ccc(OC)cc3)CC2)cc1	6.7	4.2	-0.1	-9.3	6.5	-1.7	-4.5	-9.4	0.9
14	O=S(=O)(NCC1CCCO1)c1ccc(Br)s1 (configuration not stated)	4.4	6.1	-0.2	-1.4	·	·	·	-15.1	0.9
15	CCc1cccc(NS(=O)(=O)c2ccc3c(c2)oc(=O)n3C)c1	11.5	10.5	-2.3	6.6	1.6	1.5	4.8	-4.6	1
16	CCC(=O)c1ccc(OCC(=O)O)cc1	18.8	6.1	-5.9	0.3	6.4	0.9	-3.4	-18.5	1
17	O=C(CCCc1ccccc1)NCc1cccnc1	12.3	1.6	1.3	0.6	0.3	-6.8	5.5	-7.4	1
18	CN(C(=O)c1ccno1)c1nnc(-c2cnccn2)s1	11.5	8.2	10.7	-4.0	0.1	-6.4	-9.1	-15.3	0.9
19	Cc1ccc2c(CN3CCN(S(=O)(=O)c4ccc5c(c4)OCCO5)CC3)cc(=O)oc2c1C	23.5	-0.8	-5.1	12.8	-0.3	-10.1	-0.4	0.3	1
20	CC(C)(C)NC(=O)C(c1ccco1)N(C(=O)Cn1nnc(-c2ccc(F)cc2)n1)c1cccc(F)c1 (configuration not stated)	18.0	-9.3	-4.8	31.5	-8.0	-3.0	5.3	16.3	0.9
21	Cc1cc(=O)oc(C)c1C(=O)Nc1ccc2nsnc2c1	·	1.5	-41.0	-2.6	8.9	-1.8	·	5.4	0.9
22	COc1ccc(C(c2nnnn2CC2CCCO2)N2CCN(c3ccccc3)CC2)cc1 (configuration not stated)	7.0	-5.8	1.6	-28.7	-0.6	0.5	-1.2	7.2	1
23	Cc1cc(C(=O)Nc2sc3c(c2C#N)CCCC3)no1	-33.4	3.7	4.9	4.5	0.7	5.6	18.0	-7.5	0.9
24	O=c1[nH]c(N2CCCCC2)nc2c1CCCC2	-2.7	6.5	1.2	-13.3	3.3	4.6	-6.2	-6.1	0.9
25	O=C(OC1CCCCC1)c1ccc(NC(=O)c2ccco2)cc1	-15.4	4.3	1.6	9.0	1.6	-1.6	6.3	3.6	0.9
26	Cc1nc2nc(COc3ccccc3)[nH]n2c(=O)c1Cl	7.0	1.8	-9.0	-13.4	2.5	-5.2	-8.6	0.0	0.9
27	CCN(CC)C(=O)COc1ccc(-c2ccccc2)cc1	-13.5	5.7	0.4	4.9	2.4	2.9	0.7	-1.9	0.9
28	COCc1cc(C)n(CC(=O)Nc2ccccc2OC)c(=O)c1C#N	0.7	6.0	4.6	-19.7	-0.4	0.3	0.1	-4.2	0.9
29	O=C(Cc1coc2ccc3ccccc3c12)N1CCN(c2ncccn2)CC1	1.4	7.2	-4.0	24.2	3.8	3.0	1.9	-3.2	0.9
30	CCc1nc2ccccc2n1Cc1cc(=O)n2cc(C)ccc2n1	12.2	-3.3	-29.6	13.9	0.0	0.1	-0.7	-5.9	1
31	O=C(c1ccco1)N1CCN=C1SCc1cccc(F)c1	4.7	-6.9	5.3	2.3	-3.6	-6.1	3.0	-8.6	0.9
32	COC(=O)c1cc(-c2cccc(OC)c2)n[nH]1	-23.4	10.2	1.6	3.8	9.8	6.7	-5.7	-0.1	0.8
33	COc1nc(Oc2ccc(C(=O)OCC(N)=O)cc2)nc(N(C)C)n1	21.9	6.0	6.2	-24.0	1.7	-7.1	-1.9	-10.0	1
34	Cc1cccc2cc3c(NC(=O)c4ccccn4)nn(C)c3nc12	7.6	-11.9	-18.6	18.4	-8.9	-1.2	1.5	3.9	0.8
35	CCOC(=O)c1cnc2ccc(OCC)cc2c1N1CCN(C)CC1	20.7	0.8	5.9	-6.9	3.4	8.0	2.2	-5.2	0.9
36	CCn1c(SCC(=O)NCCOC)nc2sc(C)c(C)c2c1=O	7.4	11.5	-3.7	4.5	3.0	6.5	-1.9	-10.3	0.9
37	O=C(NCCc1ccccc1)c1cc(-c2ccc3c(c2)OCO3)on1	12.2	-4.7	-3.3	-11.8	-1.6	-3.3	9.2	4.5	0.9
38	O=C(CCc1ccccc1)Nc1ncc2c(n1)CCCC2=O	5.8	3.1	5.4	3.3	0.5	-8.3	-3.7	-3.2	1
39	CCCC(=O)Nc1nnc(-c2cccc(OCC)c2)s1	8.7	-5.2	-12.7	26.2	-1.8	-1.1	-2.7	4.7	0.9
40	O=C(Nc1cc(C(F)(F)F)ccc1Cl)c1cc(C2CC2)on1	10.0	12.9	5.9	-11.8	3.1	4.1	-4.8	-16.1	0.8
41	CN(C)S(=O)(=O)c1ccccc1C#N	3.7	5.7	2.8	14.2	3.2	1.5	-5.7	6.1	0.9
42	CCCCOc1ccc(NC(=O)c2cnc(C)cn2)cc1	11.6	-4.2	0.5	-2.5	·	·	·	-14.7	0.9
43	CCN1C(=O)c2cccc3c(NC(=O)C4CCCCC4)ccc1c23	10.0	1.8	2.3	32.3	2.4	-1.9	5.3	11.8	0.9
44	Cc1ccc2nc(SCc3nnc(-c4cccs4)o3)[nH]c2c1	4.0	-2.4	0.4	-3.0	-0.2	0.5	4.9	-6.5	1
45	COC1(OC)N=C(N)C2(C#N)C(c3ccc4c(c3)OCO4)C12C#N (configuration not stated)	10.5	18.3	-0.1	20.5	28.9*	19.9*	-12.7	-5.9	0.9
46	CCCn1c(=O)c2ccccc2n2c(SCC(=O)Nc3cc(C)on3)nnc12	13.5	3.4	-0.5	1.9	1.1	2.9	3.4	-9.0	0.9
47	O=C(O)Cn1c(-c2ccccc2)nc2ccccc21	1.3	-2.9	-5.3	3.4	-1.7	-5.1	4.9	1.6	0.9
48	C=CCOC(=O)C(C#N)c1nc2ccccc2nc1N1CCN(Cc2ccccc2)CC1 (configuration not stated)	16.6	-3.7	-3.0	9.1	-10.2	-14.5	2.7	-23.2	0.9
49	COc1cc2c(cc1OC)C(C)N(C(=O)c1cc3n(n1)C(C(F)(F)F)CC(c1ccco1)N3)CC2 (configuration not stated)	3.1	2.0	5.4	17.8	6.3	1.3	-0.6	13.5	0.8
50	CC1=C(C(=O)N2CCCCCC2)C2(CCC(C)CC2)OC1=O (configuration not stated)	9.5	8.8	-0.1	17.3	2.7	3.6	-3.5	-16.3	1
51	Cc1ccccc1N1C(=O)C2ON(c3ccccc3)C(c3ccncc3)C2C1=O (configuration not stated)	·	7.6	1.7	-17.0	9.2	-0.8	·	6.9	0.9
52	CCOC(=O)c1sc2c(c1C)c(=O)c(C(=O)OCC)cn2CC	·	-0.5	-5.3	-14.2	1.7	3.4	·	-32.8	0.9
53	CCOc1ccc2nc(NCCNC(=O)Nc3cccc(C)c3)c(C#N)cc2c1	6.0	2.6	-55.0	26.1	3.0	2.6	-0.2	-8.5	1
54	CC1(C)CC(NC(=O)CCC2CCCC2)CC(C)(C)N1	19.2	-5.3	4.3	1.1	-10.8	-13.0	12.5	-8.9	0.9
55	Nc1nnc(CCS(=O)(=O)c2cc(Cl)ccc2Cl)s1	9.8	7.3	0.3	-6.8	7.5	3.9	-8.7	-3.9	0.9
56	CCCCOc1cccc(OCCCC)c1C(=O)Nc1cc(C)on1	14.9	1.6	-4.5	-2.4	4.3	10.2	-4.8	-1.8	0.9
57	CCn1c(=O)c2cc(C(=O)N3CCN(C(=O)c4ccco4)CC3)sc2c2ccccc21	9.6	-1.3	-28.4	16.8	3.9	0.1	3.7	-4.1	1
58	Cc1[nH]nc2c1C1(CCN(C(=O)OCc3ccccc3)CC1)C(C#N)=C(N)O2	13.4	2.5	2.3	-5.8	-1.6	-3.9	1.3	-5.5	1
59	Cc1noc(C)c1S(=O)(=O)N1CCC(C(=O)N2CCN(c3ccccc3Cl)CC2)CC1	3.6	5.4	-3.7	20.1	·	·	·	6.5	1
60	NC(=O)COc1ccc(NC(=O)OCc2ccccc2)cc1	9.1	8.0	-1.6	8.4	16.6	1.8	-6.2	-5.4	1
61	Cn1c(CSc2ncccn2)nnc1SCC(=O)N1CCCc2ccccc21	23.0	9.3	0.2	7.3	-0.3	0.4	2.6	-11.5	1
62	Cc1ccc(-c2nnc(N3CCN(S(C)(=O)=O)CC3)c3ccccc23)cc1	11.5	10.6	-25.9	5.2	3.4	-2.8	-0.6	-3.5	0.9
63	CC(C)OCCCNC(=O)c1sc(=S)n(C)c1N	-1.8	1.1	-1.2	-14.4	0.4	0.5	-1.2	0.0	0.9
64	OC(CN1CCN(c2ccccc2)CC1)c1ccc2c(c1)CCN2 (configuration not stated)	0.2	7.8	10.4	-10.0	1.1	5.4	-4.7	-17.3	0.9
65	COc1ccc(S(C)(=O)=O)cc1S(C)(=O)=O	5.2	4.1	0.0	0.7	3.1	-2.5	-3.6	-3.3	0.8
66	O=C(Nc1cnc2ccccc2c1)c1ccco1	-17.3	-4.4	5.0	4.6	-1.4	6.7	9.3	-5.1	0.9
67	CC(=O)N1CCC(N(C(=O)Nc2ccc(C)c(C)c2)C2CCCC2)CC1	1.0	6.6	-0.6	-0.5	4.1	7.7	0.2	-12.4	0.9

# From PubChem
